GPR35 arrestin U2OS: inhibition of zaprinast-stimulated GPR35 beta-arrestin translocation – imaging, U2OS, beta-arrestin-GFP, zaprinast agonist, primary screen (AID 2058) | inhibition, % at 10 µM, or IC50 in µM where a hit was titrated | actives 0.052% (n = 290,000) | U2OS GPR35 beta-arrestin-GFP translocation imaging, zaprinast antagonism; higher % means a stronger effect;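 active = inhibition of at least 50% with at least 30 cells and total cytoplasm GFP at most 10,000,000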
LYP inhibition: PTPN22 lymphoid phosphatase activity blockers – biochemical, fluorescence intensity, uHTS (AID 1779) | actives 0.054% (n = 290,000) | one-dose inhibition, % at 11.5 µM; IC50 in µM for titrated hits | recombinant LYP phosphatase, fluorescence intensity; higher % means a stronger effect; in the data active = inhibition above about 50%;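 also: plate controls were vehicle with enzyme for no effect and no enzyme for full effect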
Autophagy mod: modulators of autophagy | MEF GFP-LC3 puncta imaging; test concentration mostly 10 µM | calls only at 10 µM (by protocol) | actives 0.98% (n = 190,000) | AID 463193;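 active = percentage of spot-positive cells more than 3 SD above its plate mean, without a fluorescence outlier flag or 80% toxicity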;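 also: spot-positive cell cutoff set from DMSO-treated cells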
WT yeast gro inh: growth inhibition of WT yeast, mitochondrial fusion screen; mitochondrial fusion phenotypic screen, WT strain; inhibition, % at 10 µM; actives 2.1% (n = 190,000); AID 1362; in the data active = inhibition above about 58%; tested in S. cerevisiae
RSV antiviral HEp-2: inhibition of RSV-induced cytopathic effect – HEp-2 cells, primary 10 µM value included (AID 2391); HEp-2 cells, RSV-induced CPE inhibition; higher % means a stronger effect; one-dose CPE inhibition, % at 10 µM; IC50 in µM for titrated hits; actives 0.13% (n = 310,000); in the data active = a potency from the dose series; also: strong numbers were not always called active
K1F lysis inhibition: inhibition of K1F phage lysis, E. coli UTI89, bacterial capsule biogenesis inhibitors, alamar blue (AID 488966). E. coli UTI89 K1F phage lysis, alamar blue, 2 h; higher % means a stronger effect. one-dose inhibition, % at 100 µM; IC50 in µM for titrated hits. actives 0.02% (n = 340,000);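 active = phage lysis inhibition, versus mean bacterial control, above a set limit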;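 also: capsule biogenesis inhibitors block K1F phage lysis so surviving cells raise fluorescence; higher fluorescence means more inhibition of phage lysis; actives were called in the ten point dose series up to 300 µM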
Dengue-2 NS5 capping: flavivirus cap methylation enzyme inhibition – biochemical, confirmation dose response, primary screen (AID 588689). inhibition, % at 25 µM; hits with a dose series show IC50 in µM. actives 0.3% (n = 340,000). Dengue-2 NS5 methyltransferase capping enzyme assay, biochemical; higher % means a stronger effect; in the data active = a potency from the dose series
NTR1 ag: agonists of NTR1, primary screen, imaging, U2OS cells, beta-arrestin-GFP, high content (AID 493036) | P30989 | NTR1-U2OS beta-arrestin-GFP spot imaging, agonist mode | activation, % at 20 µM | actives 0.17% (n = 330,000);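 active = activation at or above 40% of the spot to cytoplasm intensity ratio, with at least 20 cells analyzed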;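 also: 0% = DMSO without peptide and 100% = 100 nM NTR1 peptide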
Target sequence (P30989 whole entry, looked up): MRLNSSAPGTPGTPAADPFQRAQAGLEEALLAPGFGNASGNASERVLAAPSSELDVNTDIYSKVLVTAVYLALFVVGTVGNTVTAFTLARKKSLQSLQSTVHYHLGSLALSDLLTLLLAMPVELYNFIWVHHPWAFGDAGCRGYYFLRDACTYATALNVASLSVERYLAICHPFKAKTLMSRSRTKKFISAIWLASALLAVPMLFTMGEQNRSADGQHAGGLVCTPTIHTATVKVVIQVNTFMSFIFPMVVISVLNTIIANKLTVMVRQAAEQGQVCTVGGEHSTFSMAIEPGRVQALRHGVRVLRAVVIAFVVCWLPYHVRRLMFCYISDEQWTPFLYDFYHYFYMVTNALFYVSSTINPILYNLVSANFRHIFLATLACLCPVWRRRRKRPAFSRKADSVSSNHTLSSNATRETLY
AID2073: disruptors of CaV2.2 binding to Mint1 – biochemical, HTRF (AID 2073); actives 0.19% (n = 290,000); inhibition, % at 20 µM, or IC50 in µM where a hit was titrated; HTRF protein-protein interaction, Mint1-CaV2.2; higher % means a stronger effect; in the data active = inhibition mostly above about 51%, no sharp cut-off; also: some results filed as inactive read as strong as hits
WT yeast gro inh mutant strain: further read-out of WT yeast gro inh, marked with its call; inhibition, %; mitochondrial fusion phenotypic screen, mutant strain inhibition
Autophagy mod cell loss 18 h: recorded beside Autophagy mod, whose call it bears; toxicity, %; measured here: cell loss, nuclei count;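 cell loss after 18 h compound exposure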
NTR1 ag cell count 20 µM: recorded beside NTR1 ag, whose call it bears; cell count; measured here: cell count, cytotoxicity flag
Dengue-2 NS5 capping pilot replicate: second read-out of Dengue-2 NS5 capping, no call of its own (marks repeat the call); inhibition, %; measured here: pilot screen replicate inhibition
Active calls of the source: *; i = inactive; . = not tested or not shown; [ ] = remark or other dose.

SMILES	GPR35 arrestin U2OS	LYP inhibition	Autophagy mod	Autophagy mod cell loss 18 h	WT yeast gro inh	WT yeast gro inh mutant strain	RSV antiviral HEp-2	K1F lysis inhibition	Dengue-2 NS5 capping	NTR1 ag	NTR1 ag cell count 20 µM	AID2073	others
O=C(Nc1c(C(=O)N2CCOCC2)cnn1-c1ccccc1)c1ccccc1	-5.5%	-6.9%	i	-9.7	-8.7	-19.9	-1.0%	-4.6%	-0.8%	1.2	58	-7.9%
Cn1c(=O)c2c(ncn2CC(=O)N/N=C/C=C\c2ccccc2[N+](=O)[O-])n(C)c1=O	-9.1%	-0.4%	.	.	.	.	2.1%	.	.	-0.5	45	-2.0%
CCOC(=O)C1CCCN(C(=O)/C(=C/c2ccco2)NC(=O)c2ccccc2)C1 (stereo not given)	6.3%	0.4%	.	.	.	.	0.1%	0.5%	-14.3%	2.0	51	-7.9%
O=C(NC(=S)Nc1ccc(N2CCOCC2)cc1)c1ccc(Cl)cc1	.	0.8%	i	-9.3	5.8	0.2	1.8%	1.3%[50 µM]	-2.5%	1.9	50	-10.0%
O=C(O)Cn1c2ccccc2c2ccccc21	12.9%	-7.4%	i	3.7	-19.7	2.2	0.6%	0.0%	2.3%	-0.3	48	1.3%
Cc1ccc(SCC(=O)NC(C)c2ccccc2)cc1 (stereo not given)	0.1%	-3.3%	.	.	.	.	2.1%	0.1%	-8.7%	-0.7	50	13.4%
CCOC(=O)COn1c(=O)c(=O)n(O)c2ccccc21	6.0%	-2.8%	i	-10.1	5.0	-3.3	2.1%	10.6%	-1.4%	0.4	57	-1.2%
C/C(CC(=O)Nc1ccc(N(C)C)cc1)=N\NC(=O)C(=O)NCc1ccccc1	-6.4%	-4.4%	i	8.5	-13.1	-5.3	0.3%	0.6%	.	1.3	47	-2.6%
COc1ccccc1NC(=O)CSc1nc(C)c2c(c1C#N)CCCC2	7.0%	1.6%	i	-1.4	3.5	-0.6	1.5%	0.4%	-3.4%	1.9	75	-4.4%
CCc1cc(=O)oc2cc(C)cc(OC(C)C(=O)NCCN3CCOCC3)c12 (stereo not given)	8.9%	-12.4%	.	.	.	.	-0.6%	-0.1%	1.8%	-0.8	49	0.6%
COc1cc(/C=C(/C#N)c2ccccc2)ccc1Oc1ccc([N+](=O)[O-])cn1	0.1%	-8.1%	i	8.1	12.4	-5.9	13.6%	-0.1%	-3.9%	0.0	66	5.9%
Cc1ccc(C)c(SCC(=O)NCc2ccco2)c1	15.3%	-5.0%	i	-6.9	3.3	-5.3	0.9%	5.0%	-5.8%	-5.8	95	-4.3%
Cn1c(CSCc2ccc(Cl)cc2)n[nH]c1=S	-14.0%	-8.6%	i	10.0	5.7	11.3	1.6%	-2.4%	-5.7%	0.7	51	14.3%
O=C(COC(=O)C1=COCCO1)NC1CCCCCCC1	-0.3%	-3.7%	i	-10.7	-9.0	-6.4	1.3%	-0.1%	-7.3%	1.8	70	-1.8%
CCC1(c2ccc(Cl)cc2)NC(=O)N(CC(=O)NCc2ccc(F)cc2)C1=O (stereo not given)	11.7%	-6.1%	.	.	.	.	4.5%	-0.3%	-7.5%	-1.0	51	5.3%
Cc1ccc(S(=O)(=O)Nc2ccc(NC(=O)/C=C/C(=O)O)cc2)cc1	1.7%	-9.0%	i	11.5	-17.2	6.4	0.3%	0.2%	10.3%	0.3	51	-3.2%
CN(C(=O)C1CCC(=O)N(Cc2ccccc2F)C1)C1CCOCC1 (stereo not given)	0.5%	-3.0%	.	.	.	.	0.6%	1.2%	-3.5%	-0.4	66	5.0%
Nc1sc2c(c1C(=O)NC1CCS(=O)(=O)C1)CCCC2 (stereo not given)	-11.3%	-0.9%	i	-1.7	11.6	1.7	3.5%	-0.3%	13.2%	-3.2	73	5.0%
CCCOc1ccc(C(=O)CCCC(=O)c2ccc(OCCC)cc2)cc1	-1.4%	-3.1%	.	.	.	.	1.6%	-1.2%	0.4%	1.2	55	10.1%
O=C(O)Cn1nc(-c2ccccc2)c2ccccc2c1=O	-3.3%	0.8%	i	-6.4	2.4	-30.6	2.1%	0.1%	-0.7%	-1.1	89	0.8%
CCOC(=O)c1sc(N=NC2=C(O)CCCC2=O)c(C(=O)OCC)c1C	4.0%	9.4%	i	6.6	27.0	25.9	3.8%	1.8%	5.9%	2.3	55	73.5%
S=c1[nH]nc(C2CCCCC2)n1/N=C/C(Cl)=C\c1ccccc1	-6.5%	6.8%	i	1.3	10.7	-8.0	49.9%	3.4%	-8.1%	15.8	45	-27.6%
O=C(Nc1ccc(N2CCOCC2)cc1)C1CCN(C(=O)OCc2ccccc2)CC1	-1.3%	-5.4%	.	.	.	.	.	-0.7%	6.1%	0.1	42	1.7%
Cc1cccc(-n2c(Cc3ccccc3)nnc2SCC(=O)N2CCOCC2)c1	-6.0%	-5.5%	i	2.2	-9.2	0.9	0.9%	2.4%	5.8%	5.5	49	-6.9%
C#CCOc1c(Br)cc(/C=C2/C(=O)ON=C2C)cc1OCC	20.2%	0.1%	.	.	.	.	1.8%	0.0%	84.7µM*	0.1	77	16.5%
O=C(c1cc(-c2ccc(O)cc2)on1)N1CCN(c2ccccc2)CC1	16.1%	-5.0%	.	.	.	.	13.3%	0.2%	3.3%	2.5	39	3.9%
C#CCn1c(=NC(=O)c2cccs2)sc2cccc(OCC)c21	2.0%	-3.9%	i	4.5	1.4	1.8	2.6%	0.8%	-2.8%	6.8	82	18.8%
O=C(COc1ccccc1[N+](=O)[O-])N(Cc1cccc(Br)c1)C1CCS(=O)(=O)C1 (stereo not given)	-1.5%	-0.7%	.	.	.	.	2.2%	0.1%	6.2%	0.0	61	5.3%
Cc1csc(NC(=O)C2CCN(C(=O)c3ccccc3C)CC2)n1	-1.2%	-7.6%	i	2.0	16.2	5.7	3.0%	-0.6%	0.0%	0.7	54	25.6%
COc1ccc(CN(CCN)C2CC(C)N(C)CC2C)cc1 (stereo not given)	-3.4%	-3.8%	.	.	.	.	-1.2%	0.1%	-8.8%	0.0	63	8.2%
CC(C)(C(N)=O)N1CCN(c2ncc(C(F)(F)F)cc2Cl)CC1	-2.4%	-11.0%	i	9.0	-4.1	-2.2	-1.3%	-0.2%	-1.1%	0.4	35	-0.2%
CCN(CC(=O)Nc1ccc2c(c1)OCCO2)Cc1nc2cc(Cl)ccc2c(=O)[nH]1	.	.	.	.	.	.	-0.1%	-0.2%[50 µM]	-5.3%	-1.4	52	.
C=CCNC(=O)c1ccc(CNS(=O)(=O)c2ccc(NC(C)=O)cc2)cc1	-2.5%	-4.3%	i	-8.1	1.5	-11.4	1.5%	-0.1%	-0.6%	-0.6	90	16.0%	Dengue-2 NS5 capping pilot replicate=0.6
O=C(C1CCCO1)N(Cc1ccccc1)c1ccccc1 (stereo not given)	-9.7%	2.5%	i	-2.6	7.4	-2.9	0.1%	6.6%	-1.6%	-0.7	49	1.5%
CC(C)(C(N)=O)c1ccccc1	2.2%	-3.9%	.	.	.	.	0.5%	0.2%	-0.7%	-0.3	91	8.8%
CCOC(=O)C1CCCN(C(=O)/C=C/c2ccccc2[N+](=O)[O-])C1 (stereo not given)	2.1%	-3.5%	i	-3.3	-15.0	2.3	0.5%	5.8%	0.0%	3.3	54	-11.2%
CCC(=O)Nc1c(C#N)c2nc3ccccc3nc2n1C1CCCCC1	6.6%	17.2%	i	-3.5	2.6	8.4	3.0%	-0.2%	-6.5%	-1.9	110	38.8%
NS(=O)(=O)c1cccc(NC(=O)CC23CC4CC(C2)CC(CC(=O)Nc2cccc(S(N)(=O)=O)c2)(C4)C3)c1	1.9%	-1.6%	.	.	.	.	0.5%	-0.4%	-3.3%	-0.6	89	-0.4%
COc1ccccc1C(=O)NC(=S)Nc1ccccc1N1CCCCC1	-0.7%	-5.6%	.	.	.	.	16.5%	0.1%	-1.0%	2.4	59	-2.2%
COc1ccc2[nH]c(=O)c(CNc3ccccc3C)cc2c1	1.6%	1.8%	.	.	.	.	4.8%	-0.3%[50 µM]	8.5%	2.1	58	13.7%
O=C(c1ccc2c(c1)OCO2)N(c1ccc(F)cc1)C1C=CS(=O)(=O)C1 (stereo not given)	16.0%	-1.8%	i	-4.6	5.3	-4.1	-0.4%	0.1%	-7.8%	-0.3	53	-7.2%
O=C(Nc1ccc(N2CCOCC2)cc1)c1ccc(COc2ccccc2)cc1	3.9%	-7.9%	.	.	.	.	5.9%	0.2%	-3.6%	2.2	35	47.0%
Cc1cccc(OCC(=O)NNC(=O)c2cc3ccccc3oc2=O)c1	6.9%	-1.8%	i	-5.0	-5.6	-14.5	0.6%	0.4%	0.0%	2.5	55	5.4%
CCN(CC)CCn1c(=N)n(CCO)c2ccccc21	-4.2%	-4.7%	i	-2.2	13.3	6.9	-0.5%	1.0%[50 µM]	-5.5%	-0.1	45	4.3%
Cc1ccc(-c2noc(C3CCCN(C(=O)c4ccccc4Br)C3)n2)o1 (stereo not given)	-8.6%	-6.0%	.	.	.	.	6.4%	0.3%	-19.6%	1.0	57	17.3%
COc1ccccc1C1CC(c2ccc(Br)cc2)=NN1C(=O)c1cccnc1 (stereo not given)	1.8%	-8.5%	i	2.6	33.6	-11.1	5.1%	5.1%	0.0%	4.9	69	1.7%

Quoted at random: 7 records from the list
SMILES	GPR35 arrestin U2OS	LYP inhibition	Autophagy mod	Autophagy mod cell loss 18 h	WT yeast gro inh	WT yeast gro inh mutant strain	RSV antiviral HEp-2	K1F lysis inhibition	Dengue-2 NS5 capping	NTR1 ag	NTR1 ag cell count 20 µM	AID2073	others
C/C(CC(=O)Nc1ccc(N(C)C)cc1)=N\NC(=O)C(=O)NCc1ccccc1	-6.4%	-4.4%	i	8.5	-13.1	-5.3	0.3%	0.6%	.	1.3	47	-2.6%
C#CCn1c(=NC(=O)c2cccs2)sc2cccc(OCC)c21	2.0%	-3.9%	i	4.5	1.4	1.8	2.6%	0.8%	-2.8%	6.8	82	18.8%
COc1ccccc1C1CC(c2ccc(Br)cc2)=NN1C(=O)c1cccnc1 (stereo not given)	1.8%	-8.5%	i	2.6	33.6	-11.1	5.1%	5.1%	0.0%	4.9	69	1.7%
O=C(NC(=S)Nc1ccc(N2CCOCC2)cc1)c1ccc(Cl)cc1	.	0.8%	i	-9.3	5.8	0.2	1.8%	1.3%[50 µM]	-2.5%	1.9	50	-10.0%
Cc1cccc(OCC(=O)NNC(=O)c2cc3ccccc3oc2=O)c1	6.9%	-1.8%	i	-5.0	-5.6	-14.5	0.6%	0.4%	0.0%	2.5	55	5.4%
CCCOc1ccc(C(=O)CCCC(=O)c2ccc(OCCC)cc2)cc1	-1.4%	-3.1%	.	.	.	.	1.6%	-1.2%	0.4%	1.2	55	10.1%
Nc1sc2c(c1C(=O)NC1CCS(=O)(=O)C1)CCCC2 (stereo not given)	-11.3%	-0.9%	i	-1.7	11.6	1.7	3.5%	-0.3%	13.2%	-3.2	73	5.0%

Compound activity: PubChem, several laboratories
